From PubChem BioAssay
GPR151 activ: activators of human GPR151, primary screen, cell-based, PathHunter beta-arrestin, luminescence. G-protein coupled receptor 151 (Homo sapiens), Q8TDV0. PathHunter beta-arrestin GPR151 cells. activation, % at 11.2 µM. 1% of 650,000 active; in the data active = activation above about 4.9%;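 note: 0% = median of compound wells and 100% = cells with positive control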
Target sequence (Q8TDV0 whole entry, looked up): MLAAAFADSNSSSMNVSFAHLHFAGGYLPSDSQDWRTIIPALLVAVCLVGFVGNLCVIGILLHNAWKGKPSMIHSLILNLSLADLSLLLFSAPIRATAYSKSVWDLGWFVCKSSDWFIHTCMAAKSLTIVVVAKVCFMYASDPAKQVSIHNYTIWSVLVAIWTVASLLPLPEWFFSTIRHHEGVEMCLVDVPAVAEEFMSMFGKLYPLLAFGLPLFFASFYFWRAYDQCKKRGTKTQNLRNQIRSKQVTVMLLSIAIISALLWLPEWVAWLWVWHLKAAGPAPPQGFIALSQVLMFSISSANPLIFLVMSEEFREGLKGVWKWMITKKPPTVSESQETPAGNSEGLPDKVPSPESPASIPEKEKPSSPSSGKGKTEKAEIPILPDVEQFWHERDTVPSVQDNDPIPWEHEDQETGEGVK
FBW7 activator: FBW7 E3 ligase activators, primary screen, biochemical, AlphaScreen, human. 0.13% of 650,000 active. AlphaScreen FBW7–phospho-cyclin E peptide binding, activator screen. normalized activity (activation), % at 26.1 µM. AID 1259310, 2017; in the data active = normalized activity above about 1.9%;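 note: purified mutant Fbw7 with reduced substrate affinity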
Target sequence (Q969H0 whole entry, looked up): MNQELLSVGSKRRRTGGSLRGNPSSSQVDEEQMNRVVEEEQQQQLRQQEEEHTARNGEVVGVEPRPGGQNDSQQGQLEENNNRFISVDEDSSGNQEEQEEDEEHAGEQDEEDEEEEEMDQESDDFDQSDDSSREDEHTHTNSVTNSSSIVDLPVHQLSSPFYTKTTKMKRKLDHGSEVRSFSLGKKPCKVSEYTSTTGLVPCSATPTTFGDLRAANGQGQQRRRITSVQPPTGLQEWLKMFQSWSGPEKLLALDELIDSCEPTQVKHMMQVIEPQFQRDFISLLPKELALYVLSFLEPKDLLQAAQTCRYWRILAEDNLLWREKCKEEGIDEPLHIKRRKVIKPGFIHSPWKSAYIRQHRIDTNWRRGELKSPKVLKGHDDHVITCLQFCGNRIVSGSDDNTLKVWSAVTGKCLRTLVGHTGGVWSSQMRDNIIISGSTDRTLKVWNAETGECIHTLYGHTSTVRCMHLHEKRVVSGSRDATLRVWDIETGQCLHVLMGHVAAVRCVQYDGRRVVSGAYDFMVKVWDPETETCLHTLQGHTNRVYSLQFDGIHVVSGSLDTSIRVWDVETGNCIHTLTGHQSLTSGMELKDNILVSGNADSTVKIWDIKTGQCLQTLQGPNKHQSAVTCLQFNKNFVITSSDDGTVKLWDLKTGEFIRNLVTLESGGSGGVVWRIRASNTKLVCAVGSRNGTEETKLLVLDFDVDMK
MITF inh: MITF inhibitors, primary screen, biochemical, AlphaScreen, human | Microphthalmia-associated transcription factor (Homo sapiens), O75030 | AlphaScreen MITF homodimerization, bead proximity signal | inhibition, % at 2.6 µM | 0.91% of 650,000 active | AID 1259374, 2018; in the data active = inhibition above about 50%;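 note: 0% = vehicle wells with protein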
TEAD-YAP block: TEAD-YAP interaction inhibition, primary screen, TEAD-YAP interaction inhibitor project, luminescence, HEK-TIYL cells; TEAD-Gal4/YAP UAS-luciferase luminescence; inhibition, % at 9.12 µM; 1.4% of 640,000 active; in the data active = inhibition above about 32%;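 note: 0% = median of test compound wells and 100% = reference inhibitor wells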
The depositor's hits bear a star.

SMILES	GPR151 activ	FBW7 activator	MITF inh	TEAD-YAP block
O=C1C2C3CCC(C3)C2C(=O)N1Cc1ccc(F)cc1 (stereo not given)	2.7	0.0	-5	-3
CCCCC(=O)Nc1ccccc1-c1nnn(CC(=O)Nc2ccccc2)n1	1.2	0.0	-5	-3
O=C1NCCN(Cc2ccccc2C(F)(F)F)C1CC(=O)N1CCCCO1 (stereo not given)	1.8	0.0	5	11
N[C@H](Cc1ccccc1)C(=O)N1CCN(c2ccc3[nH]ncc3c2)CC1	-0.8	0.0	22	7
CCc1ccc(CN(C)Cc2c(C(=O)N(C)C)nc3ccc(Cl)cn23)cc1	-0.3	0.1	-5	20
COc1ccc(S(=O)(=O)Nc2ccc(C)c(C)c2)cc1C	1.4	-0.2	6	-1
CC(C)n1cnc2c(N)nc(Cl)nc21	-0.1	1.2	10	-41
CC(C)c1cc(C(=O)Nc2cccnc2Cl)no1	0.0	-0.1	10	-44
CCOC(=O)c1ccc(CNS(=O)(=O)c2ccc(OCC)c3ccccc23)o1	1.8	0.6	12	-5
CCCn1c(N)c(C(c2ccc(OC)cc2)N2CCN(c3ccccc3)CC2)c(=O)[nH]c1=O (stereo not given)	-0.6	0.0	-4	9
O=C1NC(=O)/C(=C\c2cc(Br)ccc2OCc2ccccc2Cl)N1	2.2	0.2	-13	-9
CCCCOc1ccccc1C1C(C(=O)OC2CCCC2)=C(C)NC2=C1C(=O)CC(C)(C)C2 (stereo not given)	1.4	0.0	0	-2
CCN(CC)c1ccc(NC(=O)Cn2cnc3c(sc4nc(C)cc(C)c43)c2=O)c(C)c1	0.5	-0.1	-5	-3
NC(=O)CSc1nc2cc(Cl)ccc2n1Cc1ccccc1	-0.3	0.1	0	2
Cc1ccc(NC(=O)CS(=O)CC(=O)NCC2OCCc3ccccc32)c(C)c1 (stereo not given)	0.4	0.0	10	2
CCOC(=O)C1=C(c2ccccc2)NC(=S)NC1c1ccc(F)cc1 (stereo not given)	-0.1	0.0	0	1
CCCOc1ccc(C2C(C(=O)OC)=CN(C)C=C2C(=O)OC)cc1	0.9	0.6	5	-4
O=C(Nc1ccc(OC(F)(F)F)cc1)C1CCCO1 (stereo not given)	0.4	-0.1	9	-16
COc1cc(OC)c(S(=O)(=O)N2CCN(C3CCCCC3)CC2)cc1NC(C)=O	-1.0	-0.1	3	12
COc1cc(C(=O)Nc2cc(C(=O)NCc3ccc(F)cc3)ccc2N2CC3CC(C2)c2cccc(=O)n2C3)cc(OC)c1OC (stereo not given)	0.6	0.3	-8	-15
COCCNc1nc(-c2ccc(C(C)(C)C)cc2)nc2ccccc12	1.4	-0.2	-4	14
O=C(COc1ccccc1F)N1CCC(Oc2nc3ccccc3s2)CC1	-1.5	0.6	6	13
CCc1ccc(C2(O)CC(C(F)(F)F)=NN2C(=O)C(C)C)cc1 (stereo not given)	-0.7	0.2	2	4
CCOc1cc(/C=N/NC(=O)C(=O)NC(C)(C)C)ccc1OCc1ccc(Cl)cc1	1.0	-0.1	-16	-3
COc1cc(C2C(C(=O)OC3CCCC3)=C(C)NC3=C2C(=O)CCC3)cc(Br)c1O (stereo not given)	0.5	-0.1	3	17
Additional structures follow:
SMILES	GPR151 activ	FBW7 activator	MITF inh	TEAD-YAP block
O=C(Nc1ccc(F)c(F)c1)c1ccc(I)cc1	0.4	0.9	19	-44
COc1ccccc1CNS(=O)(=O)c1cc(C(=O)Nc2ccccc2Cl)ccc1F	0.3	0.4	-2	-4
NNc1ncnc2scc(-c3ccc(Cl)cc3)c12	-0.2	0.5	15	0
CC(=O)Nc1ccc(NC(=O)C(C)OC(=O)c2cccnc2)cc1 (stereo not given)	2.4	-0.2	3	-5
CC1=C(C(=O)Nc2ccc(C)cn2)C(c2ccc(Cl)cc2)C2=C(CC(C)(C)CC2=O)N1 (stereo not given)	-0.2	0.1	-4	6
CCOC(=O)c1cccc(NC(=O)CN2C(=O)C3CCCN3c3ncc(Cl)cc32)c1 (stereo not given)	-0.3	0.1	6	7
O=C(O)CC1(CC(=O)Nc2ccc(Br)cc2)CCCCC1	0.2	0.1	7	9
OC(CON=C1c2ccccc2-c2ccccc21)CN1CCNCC1 (stereo not given)	0.5	-0.7	77*	-4
CCC(Nc1ccccc1)C(=O)N/N=C/C=C/c1ccccc1 (stereo not given)	0.6	0.1	6	-14
COc1ccc(C2C(C(=O)OCCc3ccccc3)=C(C)NC3=C2C(=O)CCC3)cc1OC (stereo not given)	0.7	0.2	-2	3
O=C1CCCc2oc3c(cc(NS(=O)(=O)c4ccc(Cl)c([N+](=O)[O-])c4)c4ccccc43)c21	-1.0	1.1	31	9
CCCOc1ccc(Cc2c(Cl)nc(SC)nc2N(C)C)cc1	-0.4	0.0	0	-1
COc1cc(-c2nnc(SCCN3CCCCC3)n2C)cc(OC)c1O	-1.3	-0.1	-3	-4
Cc1c(NC(=O)CN2C(=O)c3ccc([N+](=O)[O-])cc3C2=O)c(=O)n(-c2ccccc2)n1C	-0.3	-0.1	-5	-3
Cc1nc([N+](=O)[O-])nn1C12CC3CC(CC(C3)C1)C2	-0.5	0.6	17	4
Cn1c(=O)c2c(nc(N/N=C/c3ccc(O)cc3O)n2C)n(C)c1=O	-0.4	-0.2	4	21
COC(=O)CNC(=O)CNC(=O)c1nn(-c2ccc(OC)c(Cl)c2)c(=O)c2ccccc12	0.2	-0.1	-1	-3
CC(=O)Nc1ccc(Nc2cc(NCc3cccnc3)nc(N)n2)cc1	-1.9	0.0	8	4
Cc1ccc(C(=O)NCCN2CCOCC2)cc1S(=O)(=O)N1CCCCC1	-0.5	-0.3	-14	-6
O=C(Nc1ccc(Cl)cc1Cl)NC1CCN(S(=O)(=O)c2ccc(F)cc2)CC1	-2.5	0.1	14	6
CCn1c(SCC(=O)NC2CCCC2)nnc1-c1cccs1	1.1	0.1	-6	2
COCCn1c(C)cc(/C=C2\C(=O)NC(=S)N(c3cccc(OC)c3)C2=O)c1C	0.9	-0.2	7	11
N#CC(c1ccc(O)cc1)N1CCOCC1 (stereo not given)	-3.2	0.2	15	-7
O=C1NCC(c2ccccc2)C1C(=O)N/N=C\c1cc([N+](=O)[O-])cc(Br)c1O (stereo not given)	0.9	-0.6	14	3
O=C(Nc1ccc(C(=O)Oc2ccccc2)c(O)c1)c1ccco1	-3.9	0.3	11	-34

6 compounds from above, reduced to GPR151 activ and MITF inh:
molecule	GPR151 activ	MITF inh
CC1=C(C(=O)Nc2ccc(C)cn2)C(c2ccc(Cl)cc2)C2=C(CC(C)(C)CC2=O)N1 (stereo not given)	-0.2	-4
CCCCOc1ccccc1C1C(C(=O)OC2CCCC2)=C(C)NC2=C1C(=O)CC(C)(C)C2 (stereo not given)	1.4	0
CCc1ccc(C2(O)CC(C(F)(F)F)=NN2C(=O)C(C)C)cc1 (stereo not given)	-0.7	2
CCCOc1ccc(C2C(C(=O)OC)=CN(C)C=C2C(=O)OC)cc1	0.9	5
O=C1NC(=O)/C(=C\c2cc(Br)ccc2OCc2ccccc2Cl)N1	2.2	-13
OC(CON=C1c2ccccc2-c2ccccc21)CN1CCNCC1 (stereo not given)	0.5	77*

Profiles as entered above. Order of screens: GPR151 activ, FBW7 activator, MITF inh, TEAD-YAP block
O=C(Nc1ccc(Cl)cc1Cl)NC1CCN(S(=O)(=O)c2ccc(F)cc2)CC1 reads -2.5, 0.1, 14, 6
Cc1c(NC(=O)CN2C(=O)c3ccc([N+](=O)[O-])cc3C2=O)c(=O)n(-c2ccccc2)n1C reads -0.3, -0.1, -5, -3

The list continues.
SMILES	GPR151 activ	FBW7 activator	MITF inh	TEAD-YAP block
CCCCOc1ccc(S(=O)(=O)N2CCOCC2)cc1	-0.5	0.0	5	5
COc1ccc(CNS(=O)(=O)c2ccc3c(c2)OCC(=O)N3)cc1	1.1	0.0	-3	5
CCOc1cc(C2C(C#N)=C(N)OC3=C2C(=O)CC(C)(C)C3)cc([N+](=O)[O-])c1O (stereo not given)	-1.0	0.0	-6	7
CCCN(CC1CCCO1)C(=O)c1cc(COc2ccc(F)cc2Cl)on1 (stereo not given)	0.6	0.1	4	15
O=C(NCC(c1ccc2c(c1)OCO2)N1CCOCC1)C(=O)Nc1ccccc1Cl (stereo not given)	-1.3	0.1	16	-1
COc1cccc(/C=N/NC(=O)CNc2cccc(C(F)(F)F)c2)c1	0.3	0.3	-8	1
COC(=O)c1cc(CNC(=O)C(C)(C)C)cc(NS(=O)(=O)Cc2ccccc2)c1	-0.1	0.0	2	8
Cc1cccc(C(=O)OCc2c(COC(=O)c3cccc(C)c3)[n+](=O)c3ccccc3n2[O-])c1	0.3	0.0	12	5
Cc1ccn2c(-c3csc(Nc4ncccn4)n3)c(C)nc2c1	-0.1	-0.1	-14	-10
Nc1nc(CCN2C(=O)c3ccccc3C2=O)cs1	-1.0	0.0	-8	-10
CC(C)n1nnnc1C(c1ccc(N(C)C)cc1)N1CCN(c2ccc(F)cc2)CC1 (stereo not given)	1.9	-0.1	18	-4
CC(=O)c1cccc(NC(=O)c2ccc(Br)cc2)c1	2.9	-0.1	1	-29
Cc1ccc(C(=O)N2C(CC(=O)Nc3ccc(Cl)cc3)C(=O)NC3CCCCC32)cc1 (stereo not given)	-0.7	0.0	-7	13
CCCNc1ccnc(Nc2cc(OC)c(OC)c(OC)c2)n1	2.1	-0.1	6	13
COc1ccc2c(c1)NC(=O)C2CC(=O)N1Cc2cc(C)ccc2OC(c2ccsc2)C1 (stereo not given)	1.0	0.0	1	-9
CCn1c(SCc2nc(-c3ccc(Cl)cc3)no2)nnc1-c1ccncc1	-0.9	0.1	8	3
COc1cccc(CC(=O)Nn2c(C)nc3ccccc3c2=O)c1	-1.5	0.0	15	2
Cc1ccc(S(=O)(=O)N(CC(=O)NCCCO)Cc2c(F)cccc2Cl)cc1	2.7	0.6	0	0
CNS(=O)(=O)c1cccc(C(=O)OCC(=O)c2cc(C)n(Cc3cccs3)c2C)c1	0.6	0.1	-7	58*
C/C(CC(=O)Nc1cc(C)ccn1)=N\NC(=O)c1cccc(C)c1	0.1	-0.3	11	-8
COc1ccc(-c2[nH]nc3c2C(c2cc4c(cc2Br)OCO4)C(C#N)=C(N)O3)cc1 (stereo not given)	0.5	-0.2	7	8
O=C1CCc2ccc(OCc3cn4ccccc4n3)cc21	-7.7	-0.1	-8	58*
CSc1ccc(S(=O)(=O)NCc2ccccc2Cl)cc1	1.2	-0.1	-2	-1
COc1cccc(CN2CCN(Cc3nc4ccccc4nc3C)CC2CCO)c1 (stereo not given)	-1.3	-0.1	1	9
CCOC(=O)Cn1nnc(-c2ccc(Br)cc2)n1	-0.3	0.0	7	0

Reformatted in markdown: entries from further up.
| Structure | GPR151 activ | FBW7 activator | MITF inh | TEAD-YAP block |
| --- | --- | --- | --- | --- |
| CCCCOc1ccc(S(=O)(=O)N2CCOCC2)cc1 | -0.5 | 0.0 | 5 | 5 |
| Cc1ccc(S(=O)(=O)N(CC(=O)NCCCO)Cc2c(F)cccc2Cl)cc1 | 2.7 | 0.6 | 0 | 0 |
| COc1ccc(-c2[nH]nc3c2C(c2cc4c(cc2Br)OCO4)C(C#N)=C(N)O3)cc1 (stereo not given) | 0.5 | -0.2 | 7 | 8 |

(next part)
SMILES	GPR151 activ	FBW7 activator	MITF inh	TEAD-YAP block
COc1ccccc1N(CN1C(=O)c2ccccc2C1=O)C(=O)C(F)(F)F	-0.4	-0.1	6	10
Cc1cc(OCC(=O)N(C)C)cc(C)c1Br	-0.6	-0.1	-7	-17
CC(C)OC(=O)c1cc(=O)[nH]c2ccccc12	0.0	0.4	26	-5
COc1ccc(C(c2c(C)[nH]n(-c3ccccc3)c2=O)c2c(C)[nH]n(-c3ccccc3)c2=O)c(OC)c1	-0.7	-1.4	17	-3
Cc1cc(N)nc(SCC(=O)NCCc2ccccc2)n1	-0.7	0.1	-14	5
COc1ccc([C@@H]2CN(C(=O)C3CCCC3)C[C@H]2C(=O)Nc2nccs2)cc1	-0.4	0.0	11	9
CC(C)(C)NC(=O)CSc1cn(CC(=O)N2CCCCC2)c2ccccc12	-1.1	0.3	13	0
Cc1cccc(C)c1-n1c(SCc2nc3ccccc3[nH]2)nc2c(sc(=S)n2-c2c(C)cccc2C)c1=O	0.6	0.1	7	7
Cc1ccc(-n2ncc3c(NCCCn4ccnc4)ncnc32)cc1	-1.3	0.1	15	-27
CCN(CC(=O)Nc1nc2c(s1)C(=O)CC(C)(C)C2)c1ccccc1	1.5	0.1	12	9
Cc1ccc(NC(=O)CS(=O)c2ccccc2N)c(C)c1 (stereo not given)	-1.0	0.1	-16	-22
CCCCN(CC)C(=O)C1c2ccccc2C(=O)N2CCc3cc(OC)c(OC)cc3C12 (stereo not given)	-1.6	0.1	21	-1
Cn1c(=O)[nH]c(=O)c2c1ncn2CC(=O)NCCn1nnn(-c2ccccc2)c1=O	-0.5	0.0	-1	1
O=C(Nc1ccc(NC(=O)c2ccco2)c(Cl)c1)c1cccc([N+](=O)[O-])c1	-0.9	0.2	19	5
O=C1/C(=C/c2ccc(F)cc2)N=C2Sc3ccccc3N12	1.2	0.1	-12	-3
COc1ccc(N2CCN(S(=O)(=O)c3cc(Cl)c(C)cc3OC)CC2)cc1	0.6	-0.1	-8	6
O=C(COc1ccc(Cl)cc1)Oc1ccc2nc(N3CCOCC3)sc2c1	-4.3	0.0	3	-16
O=C(NCc1nc2ccccc2[nH]1)c1cnc(NC2CCC(O)CC2)s1 (stereo not given)	-2.4	0.7	7	-6
O=c1nc(/C=C/c2ccc(-c3ccccc3[N+](=O)[O-])o2)cc(C(F)(F)F)[nH]1	-0.4	0.1	15	12
CCCC1CCC(c2ccc(-c3noc(-c4cccc(Br)c4)n3)cc2)CC1 (stereo not given)	-1.2	0.0	2	17

Not a hit list; overall some 3.4% were active at least once.
